Screening data deposited in PubChem by Johns Hopkins Ion Channel Center.
CHT block – inhibitors of human choline transporter CHT; Q9GZV3; AID 488975; B-score at 10 µM; CHT-expressing cells, membrane potential dye, choline response; hits give low values; 310,000 tested, 0.86% active;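 active = B-score over 3 SD under the library average, and starting fluorescence ratio not unusually high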;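 also: choline stimulus applied at its EC90 after an EC20 pre-addition; B-score computed on integrated fluorescence ratio after choline addition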
Target sequence (Q9GZV3 whole entry, looked up): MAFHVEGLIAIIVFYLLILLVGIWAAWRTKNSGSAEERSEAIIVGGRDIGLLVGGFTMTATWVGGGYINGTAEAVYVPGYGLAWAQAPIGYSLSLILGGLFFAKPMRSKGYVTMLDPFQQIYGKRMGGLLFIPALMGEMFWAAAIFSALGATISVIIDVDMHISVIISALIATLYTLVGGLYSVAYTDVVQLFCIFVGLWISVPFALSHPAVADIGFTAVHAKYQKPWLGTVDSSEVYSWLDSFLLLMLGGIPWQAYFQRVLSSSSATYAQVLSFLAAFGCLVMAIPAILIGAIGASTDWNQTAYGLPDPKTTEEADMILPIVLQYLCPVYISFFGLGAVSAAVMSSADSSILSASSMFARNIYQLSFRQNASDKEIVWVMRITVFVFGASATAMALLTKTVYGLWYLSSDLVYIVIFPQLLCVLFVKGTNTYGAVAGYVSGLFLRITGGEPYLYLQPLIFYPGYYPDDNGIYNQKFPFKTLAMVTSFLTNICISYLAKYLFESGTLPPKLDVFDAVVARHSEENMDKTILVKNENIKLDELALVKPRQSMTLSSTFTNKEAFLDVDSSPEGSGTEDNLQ
CHT allo act – allosterically activates the human high affinity choline transporter; Q9GZV3; CHT-expressing cells, membrane potential dye, choline EC20; hits give high values; LV-AA mutant CHT in HEK293 cells; B-score at 10 µM; 310,000 tested, 0.49% active; AID 488977;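 active = initial fluorescence not abnormally high and integrated response B-score, plate-corrected, over 3 SD above library mean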
Active calls of the source: *; i = inactive.

SMILES	CHT block	CHT allo act
O=C(CCCCl)NC1=NN(c2ccccc2)C(=O)C1	i	i
Cc1cc(C)c(-c2c(O)c3ccccc3n(C)c2=O)c(C)c1	i	i
C=CCNC(=O)C1CC(=O)N(c2ccc(OCC(=O)Nc3ccccc3)cc2)C1 (stereo not given)	i	i
Cc1cccc(C)c1OCCCCN1CCCCC1	i	i
C=CCn1c(N)c(C(=O)NCC2CCCO2)c2nc3ccccc3nc21 (stereo not given)	i	i
Cc1cc(S(=O)(=O)NC2CCCCC2)ccc1OCC(=O)N1CCOCC1	i	i
O=C(NCC(=O)N1CCCC(C(F)(F)F)C1)c1ccccc1F (stereo not given)	i	i
Cc1cc(N2C(=O)C(O)=C(C(=O)c3ccco3)C2c2ccccc2F)no1 (stereo not given)	i	i
CCOC(=O)c1nn(-c2ccc(F)cc2)c2nc(-c3ccccc3)c(C#N)c(=O)n12	i	i
Cc1cc(C)n(C(=O)c2ccc(NC(=O)C3CC3)cc2)n1	i	i
Cc1ccc(S(=O)(=O)NCC(=O)OCC(=O)N2N=C(c3ccc(Cl)cc3)CC2c2ccco2)cc1C (stereo not given)	i	i
CCCC(=O)Nc1cc(C)cn(Cc2c(F)cccc2Cl)c1=O	i	i
CC(C)=NNC(=O)C1=NNC(=O)C1	i	i
Cc1ccc(/C(N)=N/OC(=O)c2ccc(C)cc2Cl)cc1	i	i
Cc1ccc(CN2C(=O)CSc3ccc(C(=O)NC4CC4)cc32)cc1	i	i
CCN(CC)c1ccc(/C=N/N2CCOCC2)c(O)c1	i	i
O=C(NNC(=O)c1ccccc1O)c1ccc(NS(=O)(=O)c2ccc(F)cc2)cc1	i	i
COc1ccc(S(=O)(=O)N2CCCCC2)cc1NC(=O)Cc1sc(C)nc1-c1ccc(F)cc1	i	i
O=C(Cn1nc(C(F)(F)F)c2c1CCC2)N1CCN(c2ccccc2)CC1	i	i
CC(=O)c1cccc(Nc2nc3ccccc3n3cnnc23)c1	i	i
Cn1cccc1/C=C1\SC(=Nc2ccc(O)cc2)NC1=O	i	i
Clc1ccc(CSc2nnc(-c3ccccn3)n2Cc2ccco2)c(Cl)c1	i	i
CC(C)Cn1cnc2c1c(=O)[nH]c(=O)n2Cc1ccccc1	i	i
O=C(CCNS(=O)(=O)c1ccccc1)Nc1ccccc1	i	i
CC1CCC(NC(=O)c2cccc(S(=O)(=O)NCc3ccccc3)c2)CC1 (stereo not given)	-14.8*	i
O=C(Nc1ccc(-n2cc(Br)cn2)cc1)c1ccncc1	i	i
CC(=O)O[C@H]1C2OC(=O)C(C)=C2[C@@H]2OC(=O)[C@]3(CCC4OC41C)OC23 (stereo not given in full)	i	i
COc1ccc(/C=C/CN2CCCC(CO)(Cc3cccc(Cl)c3)C2)cc1 (stereo not given)	i	i
CNCC(O)c1ccc(O)c(O)c1 (stereo not given)	-5.02*	i
Cc1nn(S(=O)(=O)c2ccc(Br)cc2)c(C)c1S(=O)(=O)N1CCOCC1	i	i
CCC(=O)Nc1nonc1-c1nc2ccccc2n1Cc1ccccc1	i	i
O=C(O)c1ccccc1C(=O)NNc1cccc(Cl)n1	i	i
CC(=O)c1c(C)[nH]c(C(=O)CN2C(=O)NC(CCc3ccccc3)C2=O)c1C (stereo not given)	i	i
COc1ccc(CC(=O)N/N=C(\C)c2cccs2)cc1OC	i	i
O=c1cc(CN2CCc3ccccc32)c2ccc(O)cc2o1	i	i
O=S(=O)(Nc1cccc2c1CCCC2)c1ccc(Cl)cc1	i	i
Cc1cc(C)c2oc(=O)cc(CN3CCN(Cc4ccccc4)CC3)c2c1	i	i
COc1ccc(CC(=O)N2CCc3ccccc32)cc1	i	i
CC(=O)Oc1ccc2c(C)cc(=O)oc2c1C(=O)c1ccccc1	i	i
O=C(/C=C1\SC(=O)N(CC(=O)Nc2ccc(Cl)cc2)C1=O)Nc1ccc(F)cc1	i	i
O=C(c1ccc(SCc2ccco2)c([N+](=O)[O-])c1)N1CCOCC1	i	i
CCOC(=S)N/C(=N\S(C)(=O)=O)c1ccccc1	i	i
CCN(C(=O)COC(=O)c1cc2c(s1)CCCCC2)C1CCS(=O)(=O)C1 (stereo not given)	i	i
Cc1ccc(-n2c(C(C)n3nc(C)c([N+](=O)[O-])c3C)n[nH]c2=S)cc1 (stereo not given)	i	i
Cc1[nH]c2ccccc2c1CN1CCC(CO)(Cc2ccccc2)CC1	i	i
Cc1cc(NC(=O)Nc2cc(C)nn2-c2ccccc2)n(-c2ccccc2)n1	i	i
CC1CCc2sc3nc(N4CCN(CCO)CC4)n4ncnc4c3c2C1 (stereo not given)	i	i
CCCNC(=O)NC(=O)COC(=O)c1ccc(S(=O)(=O)N(C)c2ccccc2OC)cc1	i	i
CCCCCCn1c(COc2ccccc2F)nnc1SCC(=O)N1c2ccccc2NC(=O)C1(C)C	i	i
Cc1nn(Cc2ccccc2)c(C)c1/C=N/NC(=O)c1ccccc1O	i	i
CC1CCCC1/C(=N/O)c1ccccc1 (stereo not given)	i	i
CCN(CCCNC(=O)CNC(=O)c1nn(-c2ccc(OC)cc2OC)c(=O)c2ccccc12)c1cccc(C)c1	i	i
Cc1cc(OC(C)C(=O)NCc2ccncc2)c2c(C)cc(=O)oc2c1 (stereo not given)	i	i
c1ccc(CNc2nc(CN3CCOCC3)nc3scc(-c4ccccc4)c23)cc1	i	i
O=C1c2ccccc2C(=O)N1c1ccc(Br)c2cccnc12	i	i
O=C1CSC(c2ccccc2F)N1c1ccccc1F (stereo not given)	i	i
COCCN(C(=O)/C=C/c1cccc([N+](=O)[O-])c1)c1c(N)n(Cc2ccccc2)c(=O)[nH]c1=O	i	i
N#C/C(=N\Nc1ccc(F)cc1)C(=N)N1CCCCCC1	i	i
C=CCNC(=O)c1onc(CSc2ccc(OC)cc2)c1C(=O)O	i	i
Cc1ccc(NC(=O)Cn2nnc3ccccc3c2=O)cc1	i	i
More results follow:
SMILES	CHT block	CHT allo act
N#C/C(=C\c1cn(CC(=O)O)c2ccccc12)C(=O)NCc1ccccc1	i	i
CCOc1cc(/C=N/OC(C)=O)ccc1OCc1ccccc1	i	i
O=C(NC(=S)N1CCOCC1)c1ccc(F)cc1	i	i
CN=c1scc(C)n1/N=C/c1ccc(O)cc1O	i	i
CC(NC(=S)Nc1ccc(OC(F)F)c(Cl)c1)C(C)(C)C (stereo not given)	i	i
Cc1nn(CC(=O)NCCCc2ccccc2)c(C)c1[N+](=O)[O-]	i	i
CCOC(=O)C1(CCCc2ccccc2)CCN(C2CCN(C(C)=O)CC2)CC1	i	i
CC(C)CC(NC(=O)OC(C)(C)C)c1cn([C@@H](Cc2ccc(O)cc2)C(=O)N2CCN(C(=O)OC(C)(C)C)CC2)nn1 (stereo not given in full)	i	i
Cc1cccc(-c2noc(CN(C)C(=O)c3ccoc3C)n2)c1	i	i
O=C1c2ccccc2S(=O)(=O)N1CC1CC(c2ccc(Cl)cc2)=NO1 (stereo not given)	i	i
COc1ccc(Nc2nnc(SCC(=O)c3cc(C)n(CC4CCCO4)c3C)s2)cc1 (stereo not given)	i	i
CCCCNC(=O)Cn1cnc2c(cnn2-c2ccc(C)cc2)c1=O	i	i
NC(=O)CSc1nnc(-c2ccc(S(=O)(=O)N3CCCC3)cc2)n1Cc1ccco1	i	i
CN(Cc1ccccc1)C(=O)Cn1c(=O)oc2cc(S(=O)(=O)N3CCCC3)ccc21	i	i
CC1(C)CN(C(=S)Nc2ccc(F)cc2F)C1=O	i	i
Cc1c(CCOC(=O)c2cc([N+](=O)[O-])cc([N+](=O)[O-])c2)sc[n+]1CC(=O)c1ccc(Br)cc1	i	i
CCC1=C(OC(=O)N(CC)CC)N2C(=O)OC(=NCC3CC3)[C@]2(Cc2ccccc2)[C@H]2C1=CC[C@H]1C(=O)N(C)C(=O)[C@H]12	i	7.16*
Cc1ccc(Cl)cc1NC(=O)CSc1nnc(C)n1-c1ccccc1	i	i
CC(C)(C)C(=O)NC(=S)NNC(=O)c1ccc(-c2ccccc2)cc1	i	i
O=C(CN1CCN(C(=O)c2cccc(F)c2)CC1)Nc1ccccc1F	i	i
CC(C)CCOCC(=O)Oc1ccccc1C(=O)O	i	i
Cc1cc(NC(=O)C(C)N2C(=O)c3ccccc3S2(=O)=O)no1 (stereo not given)	i	i
COC(=O)c1cn(C(=O)c2ccc(OC)c(OC)c2)c2ccccc12	i	i
O=C(O)c1ccc(OCc2occc2C(=O)O)cc1	i	i
Cc1sc(NC(=O)Cn2[nH]c(=O)c3ccccc3c2=O)nc1-c1ccccc1	i	i
O=C(Nc1ccc(F)cc1F)Nc1csc2ccccc12	i	i
CC1CCN(CCn2c(=S)[nH]c3cc4c(cc3c2=O)OCO4)CC1	i	i
COc1ccc(OCC(=O)NC(=S)Nc2ccc3c4c(cccc24)CC3)cc1	i	i
COc1ccc(C(=O)NCC(=O)OCC(=O)c2ccc3c(c2)NC(=O)CO3)cc1	i	i
COCCNC(=S)N=Nc1c(O)[nH]c2c(C)cc(C)cc12	i	i
COc1ccccc1OCCn1c(CO)nc2ccccc21	i	i
COc1ccccc1CNC(=O)c1oc2ccc(S(=O)(=O)N3CCOCC3)cc2c1C	i	i
O=C(/C=C/c1cccc([N+](=O)[O-])c1)N1CCN(C(=O)c2ccco2)CC1	i	i
Oc1ccc(Cl)cc1CNCc1ccc(Cl)cc1	i	i
CN(/N=C/c1cc([N+](=O)[O-])ccc1O)c1ccccc1	i	i
O=S(=O)(c1ccc(F)cc1)N1CCC2(CC1)OCCN2S(=O)(=O)c1cccs1	i	i
Cc1cc(C)cc(NC(=O)c2cc(C)nn2C)c1	i	i
O=C(CCCN1C(=O)c2cccc3cccc(c23)C1=O)NCCN1CCOCC1	i	i
COc1ccc(C(CNC(=O)CSc2ccccc2C)N(C)C)cc1 (stereo not given)	i	i
COCc1nnc(NC(=O)c2ccccc2Oc2ccccc2)s1	i	i
Cc1cc(NC(=O)CS(=O)(=O)c2ccc(F)cc2)no1	i	i
CCN(CC)CCN(C(=O)/C=C/c1cccs1)c1nc2ccc(C)cc2s1	i	i
Nc1nc(Nc2ccccc2F)nc(N2CCOCC2)c1[N+](=O)[O-]	i	i
CCC/C(=N/NC(=O)c1cccc(Cl)c1)c1ccccc1	i	i
COc1ccc(CN2C(=NC(=O)c3ccccc3)SC3CS(=O)(=O)CC32)cc1 (stereo not given)	i	i
Cc1ccc(N2C(S)=C(C#N)C(=O)NC2c2cccs2)cc1 (stereo not given)	i	i
C=C(c1ccccc1)c1ccc(N(C)C)cc1	i	i
Cc1nn2cc(-c3ccc(Cl)cc3)cnc2c1Cl	i	i
Cc1c(C(=O)Nc2nc3ccccc3[nH]2)oc2ccccc12	i	i
Cc1ccc(CNC(=O)COC(=O)c2ccc(S(=O)(=O)N3CCCC3)cc2)cc1	i	i
COc1cccc(C(=O)Nc2ccc(NC(C)=O)cn2)c1	i	i
CCn1c(COc2c(C)cccc2C)nnc1SCc1nc2ccccc2c(=O)[nH]1	i	i
COc1ccccc1C1C2=C(COC2=O)Nc2cc3c(cc21)OCO3 (stereo not given)	i	i
COC(=O)c1ccc(Cl)c(NC(=O)CN2CCOCC2)c1	i	i
CCCc1cc(=O)oc2cc(OCC(=O)NCC3CCC(C(=O)O)CC3)ccc12 (stereo not given)	i	i
Cc1ccc(OCCCC(=O)Nc2ccc(S(=O)(=O)Nc3ccccn3)cc2)cc1	i	i
Cc1cc(C)nc(SCC(=O)Nc2cc(C)on2)n1	i	i
O=C(/C=C/c1ccccc1)N1CCC(Cc2ccccc2)CC1	-5.29*	i
COC(=O)c1ccc(CN2C(=O)c3ccccc3C2=O)cc1	i	i
COc1ccccc1-c1cc(C(F)(F)F)nc(S(=O)(=O)CCCC(=O)Nc2cc(C)on2)n1	i	i
(listing goes on)
SMILES	CHT block	CHT allo act
CCCCCCCCCCCCCCCC[n+]1cccc2ccccc21	i	8.74*
CC1(C)NC(=O)N(CC(=O)N2CCN(c3cccc(C(F)(F)F)c3)CC2)C1=O	i	i
Cc1cc2cc(C)c3nnc(SCc4ccccn4)n3c2cc1C	i	i
Cc1ccnc(NC(=O)c2ccc(S(=O)(=O)N3CCC(C)CC3)cc2)c1	i	i
COc1ccccc1/C=C/C=N/NC(=O)CC1C(=O)NN=C1C (stereo not given)	i	i
Cc1cc(O)c(S(=O)(=O)c2ccccc2)c(C)c1NS(=O)(=O)c1ccccc1	i	i
COc1ccc(Cc2cnc(N)s2)cc1	i	i
